High-throughput results (PubChem)
GSK3A inh: blockers of GSK3A enzyme activity – biochemical, luminescence, cell-free homogeneous, HTS, primary screen. Glycogen synthase kinase-3 alpha (Homo sapiens), P49840. GSK-3 alpha kinase, ADP-Glo luminescence, 60 min. 320,000 tested, 0.1% active. inhibition, % at 10 µM;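 in the data active means inhibition above about 50%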;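 further: GST-tagged GSK-3 alpha with peptide substrate and 25 µM ATP; 0% = DMSO neutral wells and 100% = GW8510 positive control wells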
KCNQ1 act: potentiators or activators of KCNQ1 channel, primary screen, cell-based, thallium flux, high-throughput; B-score at 10 µM; AID 2648, 2010; CHO-K1 KCNQ1, thallium flux FluxOR fluorescence; hits give high values; 310,000 tested, 0.35% active;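 active means fluorescence ratio B-score, a plate-corrected score, at least three library SD, with initial intensity B-score within 5 SD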
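Schedule – 37 °C overnight plating, 90-min dark dye load, 20-min compound pretreatment · System – stable KCNQ1 CHO-K1 line · Probe or stimulus – thallium- and potassium-containing depolarizing buffer · Measured by – kinetic FluxOR fluorescence, 10 s baseline plus 110 s post-stimulus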
RGS4 act: RGS4 potentiators or activators, primary screen, cell-based, HEK293 M3R inducible RGS4, calcium flux; carbachol calcium flux Fluo4; hits give low values; B-score at 10 µM; 310,000 tested, 0.92% active; AID 463111, 2010;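 active means B-score of the integrated calcium signal more than 4 SD below the library mean, with starting fluorescence not abnormally high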;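 further: negative B-score means reduced calcium response which marks RGS4 activation or potentiation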
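System – HEK293 FlpIn-TREx cells, stable M3R, doxycycline-inducible RGS4 · Reagent – ECmax carbachol challenge · Times – compound preincubation 20 min at room temperature before agonist · Technique – Fluo4 fluorescence kinetic imaging of calcium · Measure – B score of integrated Fluo4 ratio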
KCNQ1 block: inhibitors of human KCNQ1 channel, primary screen, cell-based, thallium flux, high-throughput; CHO-K1 KCNQ1, FluxOR thallium flux fluorescence; hits give high values; B-score at 10 µM; 310,000 tested, 1.3% active;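 active means compounds whose thallium flux B-score, printed positive for inhibition, exceeds three library SD while starting fluorescence stays within three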;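 further: channel opened by potassium depolarization with thallium stimulus after 20 min compound exposure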
RGS4 inh: RGS4 inhibitors, primary screen, cell-based, HEK293 M3R inducible RGS4, calcium flux; Fluo-4 calcium flux; hits give high values; triggered by carbachol at its EC20; B-score at 10 µM; 310,000 tested, 0.45% active;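 active means B-score, a plate-corrected calcium signal, over three deviations above library mean, with baseline fluorescence within five deviations of library mean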;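 further: RGS4 expression induced by doxycycline in cells with stable M3 receptor; B-score is computed from the integrated fluorescence ratio over baseline after carbachol; higher B-score means a larger calcium signal and so more RGS4 inhibition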
Target sequence (P49798 whole entry, looked up): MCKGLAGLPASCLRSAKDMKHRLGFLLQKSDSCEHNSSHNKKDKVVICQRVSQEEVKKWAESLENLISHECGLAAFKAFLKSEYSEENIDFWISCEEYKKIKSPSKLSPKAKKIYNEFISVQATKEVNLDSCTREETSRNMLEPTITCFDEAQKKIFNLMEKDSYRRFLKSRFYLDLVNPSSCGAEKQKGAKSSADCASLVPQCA
KCNK9 inh: KCNK9 potassium channel inhibitors, primary screen, HEK293 cells, thallium flux | B-score at 10 µM | FluxOR thallium flux fluorescence; hits give low values | 310,000 tested, 1.2% active | Potassium channel subfamily K member 9 (Homo sapiens), Q9NPC2;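 active means ratio B-score over 3 SD below the library mean, with starting fluorescence within 5 SD of its mean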;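 further: negative B-score means less thallium flux so channel inhibition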
Target sequence (Q9NPC2 whole entry, looked up): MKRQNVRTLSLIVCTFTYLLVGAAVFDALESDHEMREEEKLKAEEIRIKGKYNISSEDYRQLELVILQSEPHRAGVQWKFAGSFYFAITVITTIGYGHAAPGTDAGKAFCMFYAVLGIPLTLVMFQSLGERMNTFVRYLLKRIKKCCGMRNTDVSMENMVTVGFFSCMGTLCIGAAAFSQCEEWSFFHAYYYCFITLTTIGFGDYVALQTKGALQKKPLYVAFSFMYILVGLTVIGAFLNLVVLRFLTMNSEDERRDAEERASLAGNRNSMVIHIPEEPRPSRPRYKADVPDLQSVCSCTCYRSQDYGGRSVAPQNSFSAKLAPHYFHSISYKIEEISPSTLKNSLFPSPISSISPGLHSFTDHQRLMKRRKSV
DYRK1A inh: rat Dyrk1A kinase inhibitors, primary screen, biochemical, single point, plate reader; Dual specificity tyrosine-phosphorylation-regulated kinase 1A (Rattus norvegicus), Q63470; AID 504441, 2011; inhibition, % at 12.5 µM; ADP-Glo luminescence, NFATc1 peptide; 310,000 tested, 0.43% active; in the data active means inhibition above about 50%;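 further: plate controls were vehicle with enzyme for no effect and no enzyme for full effect; many of its hits are not listed in these tables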
KCNK3 block: human KCNK3 channel inhibitors, primary screen, CHO cells, FluxOR thallium flux, B-score | Potassium channel subfamily K member 3 (Homo sapiens), O14649 | 340,000 tested, 0.84% active | FluxOR fluorescence; hits give low values | B-score at 10 µM | AID 602410, 2012;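 active means B-score under library mean minus 4 SD, starting fluorescence ratio at most library mean plus 5 SD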;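 further: more negative B-score means stronger inhibition of thallium flux through KCNK3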
Target sequence (O14649 whole entry, looked up): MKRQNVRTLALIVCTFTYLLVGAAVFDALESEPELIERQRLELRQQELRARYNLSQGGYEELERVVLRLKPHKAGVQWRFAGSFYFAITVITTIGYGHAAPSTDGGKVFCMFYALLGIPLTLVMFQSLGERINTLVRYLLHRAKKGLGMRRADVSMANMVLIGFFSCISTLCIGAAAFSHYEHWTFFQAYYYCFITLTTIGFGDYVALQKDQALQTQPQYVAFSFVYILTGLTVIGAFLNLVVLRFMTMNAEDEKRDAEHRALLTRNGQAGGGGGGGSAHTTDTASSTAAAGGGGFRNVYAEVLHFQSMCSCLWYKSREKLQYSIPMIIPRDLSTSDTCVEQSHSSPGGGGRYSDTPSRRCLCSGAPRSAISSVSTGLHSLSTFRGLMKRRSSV
GSK3B inh: human GSK3beta kinase inhibitors, primary screen, biochemical, cell-free homogeneous, HTS. AID 2097, 2009. 300,000 tested, 0.038% active. Glycogen synthase kinase-3 beta (Homo sapiens), P49841. activity score (negative = inhibition), % at 10 µM. GST-GSK3beta kinase, ADP-Glo luminescence, 60 min; hits give low values;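 active means more than half of replicate wells score below -50%, meaning over 50% inhibition versus plate controls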;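 further: 0% = median DMSO wells and -100% = median GW8510 positive control wells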
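test system = GST-tagged human GSK3beta kinase, cell-free | reagent = 25 µM ATP with peptide substrate | dosing = one dose of 10 µM per compound | schedule = 60 min reaction, RT | detection = luminescent ADP-Glo measurement of ADP formed | control set = DMSO neutral wells and GW8510 at 20 µM as positive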
PolyA inh: polyadenylation inhibitors in yeast reporter cells, primary screen, luminescence, S. cerevisiae | S. cerevisiae SKY197-pL101 polyadenylation reporter, beta-gal luminescence; efflux-impaired pdr1/pdr3 knockout yeast; score 100 = 6 SD above DMSO | calls only at 12 µM | 300,000 tested, 0.02% active | AID 1875, 2009;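 active means lowest replicate activity score at least 50, where 100 means six control SD above control mean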;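 further: yeast exposed to compound for 9 h at 30 °C; higher score means more reporter readthrough which indicates perturbed polyadenylation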
hERG rescue: hERG rescue from dofetilide block, primary screen, cell-based, CHO-hERG, FluxOR thallium flux, dofetilide IC70. activation (rescue from dofetilide block), less the hit threshold, % at 10 µM. AID 1511, 2009. 310,000 tested, 0.51% active. dofetilide IC70 present. Voltage-gated inwardly rectifying potassium channel KCNH2 (Homo sapiens), Q12809;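 active means activation above the mean of controls blocked by dofetilide plus 5 SD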;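 further: thallium influx through hERG after potassium depolarization seen as dye fluorescence rise; in these data hits start at about 4.7%; inactives centre near -7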
* marks the source's active call; other numbers are inactive results; i = inactive; . = not tested or not shown. Some of the compounds tested; the hit share may differ from the screen's.

Each structure is followed by: GSK3A inh	KCNQ1 act	RGS4 act	KCNQ1 block	RGS4 inh	KCNK9 inh	DYRK1A inh	KCNK3 block	GSK3B inh	PolyA inh	hERG rescue
> CC(Oc1ccc2c(-c3ccccc3)cc(=O)oc2c1)C(=O)NCCCn1ccnc1 (stereo not drawn)
 : 0	i	i	i	i	i	2	i	1	i	-11
> Cc1ccc(C(=O)NC2CCCc3ccccc32)o1 (stereo not drawn)
 : -5	i	i	i	i	i	-2	i	-5	i	-12
> N#CC(C#N)=c1ccc2c(c1)N1C(c3ccccc3)=CC(c3ccccc3)C3CCCCC31N=2 (stereo not drawn)
 : -2	i	i	i	i	i	6	i	-2	i	-19
> COCCN1C(=O)C(=O)/C(=C(/O)c2cccc(OC)c2)C1c1ccncc1 (stereo not drawn)
 : -1	i	i	i	i	i	1	i	0	i	-5
> CCOc1ccc(OCC)c(NC(=O)CCn2cccc2)c1
 : 0	i	i	i	i	i	-23	i	2	i	-8
> Cc1ccc(CNC(=O)c2ccc(N3CCC4(CC3)CC(c3cccc(Br)c3)=NO4)c(NC(=O)c3ccccc3)c2)cc1
 : 1	i	i	i	i	i	3	i	0	i	-4
> CCc1cc(CNC(=O)CC2C(=O)NCCN2Cc2ccc(-c3ccccc3)cc2)on1 (stereo not drawn)
 : -1	i	i	i	i	i	-2	i	1	i	-6
> O=C(NC1CCCCC1)N1CCN(c2ccc([N+](=O)[O-])cc2)CC1
 : 3	i	i	i	i	i	-3	i	-3	i	-15
> COc1ccccc1CC(=O)Nc1cccc(S(=O)(=O)N2CCOCC2)c1
 : -5	i	i	i	i	i	3	i	3	i	-8
> C=C1C(=O)C=C2CN(C(=O)c3ccccc3)[C@@](Cc3ccc(F)cc3)(C(=O)OC)[C@@H]12
 : -2	17*	i	i	15*	i	.	i	2	i	-26
> Cc1ccn2c(NC3CCCC3)c(-c3ccccn3)nc2c1
 : -1	i	i	i	i	i	3	i	3	i	-25
> COc1ccccc1/C=C/C=N/NC(=O)CN1CCN(S(=O)(=O)c2ccc(C)cc2)CC1
 : -3	i	i	i	i	i	-1	i	2	i	-9
> CCCCc1c(C)c(C#N)c2nc3ccccc3n2c1Nc1c(C)n(C)n(-c2ccccc2)c1=O
 : -1	i	i	i	i	i	-3	i	-1	i	-5
> COc1ccc(CC2S/C(=N/N=C/c3ccccc3O)NC2=O)cc1 (stereo not drawn)
 : 0	i	i	i	i	i	0	i	1	i	-9
> CC1CCN(CCCNC(=O)C2CC(=O)N(C3CCCCCC3)C2)CC1 (stereo not drawn)
 : 6	i	i	i	i	i	-6	i	3	i	-9
> CC(C)Nc1c(N)c(=O)oc2ccccc12
 : 1	i	i	i	i	i	11	i	1	i	-4
> CS(=O)(=O)N1CCC(C(=O)NCc2ccncc2)CC1
 : -1	i	i	i	i	i	-2	i	0	i	-11
> Cc1ccc(-c2nn3c(C)nnc3c3ccccc23)cc1S(=O)(=O)NCc1ccccc1
 : 1	i	i	i	i	i	4	i	-1	i	-12
> Cc1nn(-c2ccc(NC(=O)c3ccncc3)cc2)c(C)c1Cl
 : 5	i	i	i	i	i	-6	i	2	i	0
> CC(C)c1ccc(NC(=O)CNC(=O)Cn2ccc3ccccc3c2=O)cc1
 : -2	i	i	i	i	i	-2	i	-1	i	-6

3 of these compounds in another layout.
Compound	GSK3A inh	KCNQ1 act	RGS4 act	KCNQ1 block	RGS4 inh	KCNK9 inh	DYRK1A inh	KCNK3 block	GSK3B inh	PolyA inh	hERG rescue
Cc1ccc(C(=O)NC2CCCc3ccccc32)o1 (stereo not drawn)	-5	i	i	i	i	i	-2	i	-5	i	-12
N#CC(C#N)=c1ccc2c(c1)N1C(c3ccccc3)=CC(c3ccccc3)C3CCCCC31N=2 (stereo not drawn)	-2	i	i	i	i	i	6	i	-2	i	-19
COCCN1C(=O)C(=O)/C(=C(/O)c2cccc(OC)c2)C1c1ccncc1 (stereo not drawn)	-1	i	i	i	i	i	1	i	0	i	-5

Continued:
Each structure is followed by: GSK3A inh	KCNQ1 act	RGS4 act	KCNQ1 block	RGS4 inh	KCNK9 inh	DYRK1A inh	KCNK3 block	GSK3B inh	PolyA inh	hERG rescue
> O=[N+]([O-])c1ccccc1S(=O)(=O)N1CCCc2ccccc21
 : -2	i	i	i	i	i	3	i	-2	i	-4
> CCN1CCN(C(=O)/C(=C/c2ccco2)NC(=O)c2ccccc2)CC1
 : -1	i	i	i	i	i	-5	i	2	i	-9
> O=[N+]([O-])c1cc(S(=O)(=O)O)cc([N+](=O)[O-])c1NN(c1ccccc1)c1ccccc1
 : -5	i	i	i	i	i	-2	i	7	i	-4
> Cc1ccsc1C(=O)NCc1ccc(Cl)cc1
 : 0	i	i	i	i	i	.	i	0	i	-5
> CCOc1ccc2oc(C(=O)NCc3nc4ccccc4[nH]3)c(C)c2c1
 : -1	i	i	i	i	i	-4	i	0	i	-7
> COc1cc(OC)c(N2CC34C=CC(O3)C(C(=O)O)C4C2=O)cc1Cl (stereo not drawn)
 : 1	i	i	i	i	i	12	i	0	i	-5
> O=C(O)c1ccccc1OC(C(=O)Nc1cc(Cl)cc(Cl)c1)c1ccccc1 (stereo not drawn)
 : 0	i	i	i	i	i	-1	i	0	i	-6
> COc1ccc(NC(=O)CN2c3cccc4cccc(c34)S2(=O)=O)c(OC)c1
 : -5	i	i	i	i	i	-1	i	0	i	0
> COc1ccc(N(CC(=O)NC2CCCCC2)C(=O)CCC(=O)Nc2nc(C)cs2)cc1
 : 0	i	i	i	i	i	1	i	-6	i	-9
> NC(=O)COC(=O)c1ccc(S(=O)(=O)NCc2ccco2)cc1
 : -8	i	i	i	i	i	-4	i	-2	i	-13
> COc1ccc(/C=C2\CCC(C3CCCC3)C2=O)cc1OC (stereo not drawn)
 : -1	i	i	i	i	i	-1	i	3	i	0
> CC1CC(C)CN(c2ccc(C(=O)NCc3ccc4c(c3)OCO4)cc2[N+](=O)[O-])C1 (stereo not drawn)
 : -1	i	i	i	i	-8.5*	-1	i	0	i	-4
> O=C(CSc1nc2ccccc2s1)NNC(=S)Nc1ccccc1
 : -4	i	i	i	i	i	-3	i	5	i	-8
> O=C(Cn1ccn(-c2ccc(F)c(Cl)c2)c(=O)c1=O)NCCc1ccccc1
 : -1	i	i	i	i	i	2	i	-2	i	-19
> Nc1nc(SCC(=O)Nc2ccc(F)cc2)[nH]c(=O)c1NC(=O)c1ccc(F)c(F)c1
 : -1	i	i	i	i	i	-6	i	2	i	-3
> Cc1ccc(/C=C(/C#N)C(=O)NC(=O)Oc2ccccc2)cc1
 : 1	i	i	i	i	i	1	i	7	i	-1
> COc1ccc(-c2cc(C(F)(F)F)nc(S(=O)(=O)CCCC(=O)Nc3cc(C)on3)n2)cc1OC
 : .	i	i	i	i	i	.	i	-1	i	-8
> O=C(Nc1ccc(S(=O)(=O)NCC2CCCO2)cc1)c1ccc(Cl)cc1[N+](=O)[O-] (stereo not drawn)
 : -1	i	i	i	i	i	-5	i	-4	i	-9
> Cc1ccc2c(CC(=O)NCc3ccc4c(c3)OCO4)coc2c1
 : -4	i	i	i	i	i	-1	i	-3	i	-7
> CC1CCCCN1c1ccc(N)cc1C(N)=O (stereo not drawn)
 : 2	i	i	i	i	i	-5	i	1	i	-7
> Nc1ncc(CCN2CCOCC2)c(-c2ccc(F)cc2)n1
 : -1	i	i	i	i	i	-6	i	3	i	-9
> Cc1cc(C)c(C(=O)Nn2c(C)nc3ccccc3c2=O)cc1C
 : -3	i	i	i	i	i	10	i	0	i	-7
> O=C(COC(=O)c1cccc(S(=O)(=O)N2CCc3ccccc32)c1)NCc1ccco1
 : -2	i	i	i	i	i	.	i	-3	i	-12
> CNc1c([N+](=O)[O-])ncn1C
 : -4	i	i	i	i	i	5	i	1	i	-7
> Cc1ccc(S(=O)(=O)NCC(=O)OCC(=O)c2c(N)n(C)c(=O)n(C)c2=O)cc1
 : -1	i	i	i	i	i	2	i	1	i	-13
> CCOc1cccc2cc(C(=O)N3CCOCC3)c(=O)oc12
 : 0	i	i	i	i	i	-5	i	4	i	-13
> Fc1ccccc1CSc1nnc(-c2cccs2)o1
 : 0	i	i	i	i	i	-5	i	-3	i	-5
> C(=N\Nc1nc(-c2ccccc2)cs1)/c1ccco1
 : -1	i	i	i	i	i	11	i	0	i	-14
> COc1cc(CCC(=O)OCC(=O)Nc2c(Cl)cccc2Cl)cc(OC)c1OC
 : 1	i	i	i	i	i	-2	i	1	i	-7
> C=CCOc1ccc(/C(O)=C2/C(=O)C(=O)N(CCCN3CCOCC3)C2c2ccc(OC)cc2)cc1 (stereo not drawn)
 : 3	i	i	i	i	i	.	i	.	i	-8
> Cc1c(N2C(=O)/C(=C3\C(=O)N(CC(=O)O)c4ccccc43)SC2=S)c(=O)n(-c2ccccc2)n1C
 : -1	i	i	i	i	i	-2	i	-5	i	-10

RGS4 inh, hit marks shown above.
SMILES,GSK3A inh,KCNQ1 act,KCNQ1 block,RGS4 inh,KCNK9 inh,DYRK1A inh,KCNK3 block,GSK3B inh,PolyA inh
C=C1C(=O)C=C2CN(C(=O)c3ccccc3)[C@@](Cc3ccc(F)cc3)(C(=O)OC)[C@@H]12,-2,17*,i,15*,i,.,i,2,i
